ABCB6 inh MLPCN: ABCB6 transporter inhibitors, primary screen, K562-ABCB6 cells, flow cytometry, MLPCN library; fluorescence ratio to DMSO, % at 10 µM; ATP-binding cassette sub-family B member 6 (Homo sapiens), Q9NP58; K562-ABCB6 porphyrin accumulation, 1 h; active compounds read low; 360,000 tested, 0.19% active;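 active = fluorescence ratio to DMSO below 75%, the collection mean minus 3 SD; inconclusive = too few cells collected in the well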;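 note: signal is porphyrin accumulated inside mitochondria; 100% equals median channel fluorescence of DMSO control wells; lower ratio means ABCB6 inhibition with less porphyrin fluorescence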
Exocytosis inh: LAMP-1 surface exposure blockers, TALL-104 cells – cell-based, flow cytometry, MLPCN library, primary screen. TALL-104 LAMP-1 surface exposure; cells stimulated with thapsigargin and PMA. inhibition, % at 10 µM. 360,000 tested, 0.66% active;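 active = inhibition above about 55%, limit read from the data; inconclusive = no clear call, values can overlap the other calls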
Glyco luc inh: increase of ERlucT glycosylation luciferase signal, primary screen, N-linked glycosylation inhibitor project, D54 ERlucT cells, luminescence, set 2 | D54 ERlucT glycosylation luciferase reporter, 24 h; percent of 100 nM tunicamycin response | reporter increase, % at 12.5 µM | 360,000 tested, 0.23% active | AID 588692, 2011;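 active = mean luciferase reporter signal, scaled so untreated is 0 and the glycosylation-blocking control 100, at or above a set limit in every replicate; inconclusive = mean reaches the limit but not every replicate does; inactive = mean below the limit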;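 note: luciferase carries N-glycosylation sites so blocking glycosylation raises the light; 0% = median of neutral control wells and 100% = median of 100 nM tunicamycin wells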
MC4R antagonist: MC4R antagonists of cAMP signaling, primary screen, cell-based, TR-FRET, antagonist arm of biased-ligand search | Melanocortin receptor 4 (Homo sapiens), P32245 | MC4R-expressing cells, MTII-stimulated cAMP, LANCE TR-FRET | inhibition, % at 6.5 µM | 360,000 tested, 0.48% active;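 active = inhibition above its plate's cutoff, the mean of tested wells on that plate plus 3 SD, cut at about 29% in these data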;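 note: 0% = Melanotan II alone and 100% = Melanotan II plus saturating MCL0020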
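material = U2OS cells stably expressing human melanocortin 4 receptor (MC4R) | also added = Melanotan II challenge | dosing = single nominal compound dose of 6.5 µM | detection = TR-FRET with Eu-cAMP and labeled anti-cAMP, 671 nm | replication = singlicate | timing = compound 30 min, challenge 1 h, detection 1 h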
MC4R barr agon: MC4R agonists recruiting beta-arrestin, primary screen, cell-based, luminescence, agonist arm of biased-ligand search; activation, % at 8.9 µM; 360,000 tested, 0.98% active; U2OS MC4R beta-arrestin complementation; percent of melanotan II response, DMSO zero; AID 540308, 2011;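 active = activation above a per-plate cutoff, the mean activation of sample wells on that plate plus 3 SD, cut at about 8% in these data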
m5-HT2A agonist: mouse Htr2a agonists via beta-arrestin recruitment, primary screen, cell-based, luminescence. 5-hydroxytryptamine receptor 2A (Mus musculus), P35363. CHO-K1 mHTR2A beta-arrestin complementation; percent of 30 µM serotonin response. activation, % at 7.6 µM. 360,000 tested, 0.66% active. AID 624169, 2012;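 active = activation above a run cutoff, the mean activation of all tested compounds plus 3 SD, cut at about 14% in these data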;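 note: 0% = plate median of compound wells and 100% = 30 µM serotonin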
Target sequence (P35363 whole entry, looked up): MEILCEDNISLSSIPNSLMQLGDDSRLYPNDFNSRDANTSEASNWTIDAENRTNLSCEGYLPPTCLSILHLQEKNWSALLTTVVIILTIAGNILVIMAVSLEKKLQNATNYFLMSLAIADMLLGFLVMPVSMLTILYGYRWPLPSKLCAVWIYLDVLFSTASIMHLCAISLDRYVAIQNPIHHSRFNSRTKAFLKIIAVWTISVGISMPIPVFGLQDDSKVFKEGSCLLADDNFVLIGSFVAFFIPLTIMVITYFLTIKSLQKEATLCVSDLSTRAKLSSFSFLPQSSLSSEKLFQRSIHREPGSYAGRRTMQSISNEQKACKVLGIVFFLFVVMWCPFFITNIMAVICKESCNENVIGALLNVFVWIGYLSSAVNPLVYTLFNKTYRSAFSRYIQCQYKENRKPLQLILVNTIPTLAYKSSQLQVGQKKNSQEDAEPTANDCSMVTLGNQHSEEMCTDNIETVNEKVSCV
H9c2 protect: cardioprotection against H2O2-induced cell death, primary screen, uHTS, H9c2 cells, ATPLite luminescence | H9c2 cardiomyocytes, H2O2 injury protection, 2 h | protection from H2O2 cell death, % at 20 µM | 360,000 tested, 0.63% active;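 active = compounds giving at least 50% protection of heart cells from peroxide-induced death in the single-dose screen, raw or plate-pattern-corrected value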;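 note: 0% = DMSO wells with peroxide and 100% = DMSO wells without peroxide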
PDI turbidity: inhibitors of human PDI, primary screen, biochemical, turbidity, single point, plate reader | PDI insulin aggregation turbidity, A650, 90 min | inhibition, % at 10 µM | 350,000 tested, 0.052% active | AID 588391, 2011;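 active = mean inhibition across replicates of 30% or more, whatever share of single replicates reach that level; inconclusive = mean inhibition below 30% while every single replicate reaches 30%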;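 note: absorbance from insulin aggregation driven by PDI reduction with DTT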
Target sequence (P07237 whole entry, looked up): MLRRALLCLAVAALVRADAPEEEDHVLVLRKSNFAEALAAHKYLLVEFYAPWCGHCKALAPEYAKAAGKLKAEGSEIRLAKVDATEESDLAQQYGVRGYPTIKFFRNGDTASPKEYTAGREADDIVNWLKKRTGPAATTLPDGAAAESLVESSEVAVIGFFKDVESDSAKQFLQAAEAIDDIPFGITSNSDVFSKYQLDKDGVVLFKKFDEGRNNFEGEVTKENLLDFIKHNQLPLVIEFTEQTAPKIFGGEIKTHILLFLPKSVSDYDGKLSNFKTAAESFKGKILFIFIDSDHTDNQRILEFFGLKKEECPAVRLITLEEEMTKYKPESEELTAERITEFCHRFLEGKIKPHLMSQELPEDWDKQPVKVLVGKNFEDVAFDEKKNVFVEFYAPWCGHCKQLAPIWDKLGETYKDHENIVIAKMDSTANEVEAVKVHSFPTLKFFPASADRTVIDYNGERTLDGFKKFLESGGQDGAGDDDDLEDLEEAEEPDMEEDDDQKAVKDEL
CaV13 ICDI inh: Primary screen for inhibitors of IQ motif and Ca2+-dependent inactivation inhibitor domain binding in CACNA1D, Förster resonance energy transfer in living cells, …; HEK cells, CFP/YFP FRET ICDI-IQ, plate reader, 10 min; percent FRET-ratio fall versus neutral wells; inhibition, % at 12.3 µM; AID 743397; 340,000 tested, 0.098% active;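 active = mean replicate inhibition of at least 30% and at least 1% of replicates passing that level; inconclusive = only one of the two criteria is met; inactive = neither criterion is met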;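 note: 0% = median of the neutral control wells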
ABHD5-PLIN5 inh: ABHD5-PLIN5 interaction inhibitors, primary screen, cell lysate, split luciferase complementation, luminescence. 360,000 tested, 0.78% active. AID 602281, 2012. Perilipin-5 (Homo sapiens) + 1-acylglycerol-3-phosphate O-acyltransferase ABHD5 (Homo …. Split G. princeps luciferase complementation, 4 h. inhibition, % at 4 µM;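 active = inhibition above the mean inhibition across every tested compound plus 3 SD, cut at about 22% in these data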;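 note: 0% = DMSO only wells and the 100% control is not disclosed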
* = called active by the depositor; i = inactive; ? = inconclusive; nt = not tested or not shown.

The first 6 compounds as a preview:
SMILES	ABCB6 inh MLPCN	Exocytosis inh	Glyco luc inh	MC4R antagonist	MC4R barr agon	m5-HT2A agonist	H9c2 protect	PDI turbidity	CaV13 ICDI inh	ABHD5-PLIN5 inh
Cc1c(Br)c([N+](=O)[O-])nn1CC(=O)Nc1nccs1	93	0	0	-11	-0.5	1	-4	0	3	-3
Cc1ccc2c(c1)OC(=O)CC2c1ccccc1 (stereo unspecified)	93	-2	0	-4	0.1	-5	3	-1	nt	-2
CC(C)C[C@@H](CNCC(=O)[C@H](Cc1c[nH]c2ccccc12)NC(=O)c1[nH]cnc1C(=O)N[C@@H](C)CN)NC(=O)c1nc[nH]c1C(=O)N[C@@H](Cc1ccccc1)C(=O)O	103	3	2	2	0.0	-7	-5	6	-8	-13
CN(C(=O)COC(=O)COc1ccc2ccccc2c1)c1c(N)n(Cc2ccccc2)c(=O)[nH]c1=O	?	0	0	9	-1.4	4	6	-1	-3	9
COc1cccc(CNCCSc2nnnn2C)c1	96	1	1	8	-0.9	-1	6	-3	-8	-1
CCN(CC)S(=O)(=O)c1cccc(NC(=O)C2SC(=Nc3ccc(C)cc3C)C(C(=O)NC(C)COC)=C2N)c1 (stereo unspecified)	80	5	-1	12	-2.1	-5	5	3	-2	-7

Main list, repeating the preview:
SMILES	ABCB6 inh MLPCN	Exocytosis inh	Glyco luc inh	MC4R antagonist	MC4R barr agon	m5-HT2A agonist	H9c2 protect	PDI turbidity	CaV13 ICDI inh	ABHD5-PLIN5 inh
Cc1c(Br)c([N+](=O)[O-])nn1CC(=O)Nc1nccs1	93	0	0	-11	-0.5	1	-4	0	3	-3
Cc1ccc2c(c1)OC(=O)CC2c1ccccc1 (stereo unspecified)	93	-2	0	-4	0.1	-5	3	-1	nt	-2
CC(C)C[C@@H](CNCC(=O)[C@H](Cc1c[nH]c2ccccc12)NC(=O)c1[nH]cnc1C(=O)N[C@@H](C)CN)NC(=O)c1nc[nH]c1C(=O)N[C@@H](Cc1ccccc1)C(=O)O	103	3	2	2	0.0	-7	-5	6	-8	-13
CN(C(=O)COC(=O)COc1ccc2ccccc2c1)c1c(N)n(Cc2ccccc2)c(=O)[nH]c1=O	?	0	0	9	-1.4	4	6	-1	-3	9
COc1cccc(CNCCSc2nnnn2C)c1	96	1	1	8	-0.9	-1	6	-3	-8	-1
CCN(CC)S(=O)(=O)c1cccc(NC(=O)C2SC(=Nc3ccc(C)cc3C)C(C(=O)NC(C)COC)=C2N)c1 (stereo unspecified)	80	5	-1	12	-2.1	-5	5	3	-2	-7
COc1ccc(/C=C(\NC(=O)c2ccccc2Cl)C(=O)NCCCC(=O)O)cc1	108	0	1	9	-1.9	3	11	1	-3	1
O=[N+]([O-])c1ccc(C2=NN(c3ccccc3)C(c3ccco3)C2)cc1 (stereo unspecified)	i	1	-5	11	0.7	-2	-6	1	-56	9
COc1cccc(CN2CCNC(=O)C2CC(=O)NCCOc2cccnc2)c1 (stereo unspecified)	101	5	-2	-1	-0.5	1	6	-3	-5	-1
O=C(NCc1ccccn1)c1ccco1	100	-12	-1	8	2.3	6	3	-2	4	1
C=CCCC(=O)N1CCC(n2nccc2NC(=O)c2ccccc2C)CC1	95	6	0	11	-2.5	4	1	-1	-6	-1
Cc1ccc(S(=O)(=O)N(CC(=O)N2CCC(C)CC2)c2cccc(C)c2)cc1	97	-1	-1	10	2.6	2	1	2	-6	-7
O=C(c1ccco1)N1CCN(c2ncnc3c(-c4ccccc4)nsc23)CC1	92	7	-3	7	-1.8	7	18	-4	nt	11
COc1ccc(C2NC3=C(CCC3)C3(C#N)C4(N=C(N)C23C#N)OCCO4)cc1 (stereo unspecified)	102	-2	1	10	0.9	-6	-4	-2	-6	-8
COCC(C)N=C1NN=C(c2cc(C)n(Cc3ccccc3Cl)c2C)CS1 (stereo unspecified)	96	-1	-13	19	0.7	-2	-15	6	-15	4
COC(=O)c1sc2nc(SCc3ccccc3C)n(N)c(=O)c2c1C	102	1	2	9	-2.4	2	-10	-1	-3	4
Cc1cccc(C)c1NC(=O)C1CCCN1C(=O)Nc1cccc(F)c1 (stereo unspecified)	100	4	2	4	-0.1	1	-2	-15	-2	2
CN(C)CCN(C)C1CN(CCc2ccccc2)S(=O)(=O)C1 (stereo unspecified)	100	0	3	nt	nt	3	8	nt	nt	-11
O=C(O)CSCC(=O)Nc1cc(C(F)(F)F)ccc1Cl	102	0	2	-2	0.3	2	2	7	-4	3
CCN(Cc1ccccc1)C(=O)c1ccc(NC(=O)c2ccc(OC)cc2)cc1	97	-1	-3	-6	-0.3	-3	-4	-3	nt	6
Cc1cnc(NC(=O)c2cc3ccccc3o2)s1	101	2	-12	5	-1.8	-2	-19	-10	-7	-2
Cc1cc(C)nc(SCc2nnc(SCC(=O)OC3CCCCC3)o2)n1	97	5	3	9	-1.4	-1	-7	0	-4	-2
Cc1ccc(NC(=O)CCS(=O)(=O)c2ccc3c(c2)NC(=O)C(C)S3)nc1 (stereo unspecified)	84	4	2	3	-4.7	-1	0	1	-15	1
Cc1nc(-c2ccccc2O)n(-c2ccccc2)n1	101	-1	-1	1	-0.9	-4	4	-13	nt	-4
N#Cc1nc(COc2cccc(Cl)c2)oc1N1CCCC1	104	0	1	10	-0.7	-8	-21	7	-5	1

The list goes on, overlapping the part above by 3 compounds.
SMILES	ABCB6 inh MLPCN	Exocytosis inh	Glyco luc inh	MC4R antagonist	MC4R barr agon	m5-HT2A agonist	H9c2 protect	PDI turbidity	CaV13 ICDI inh	ABHD5-PLIN5 inh
Cc1ccc(NC(=O)CCS(=O)(=O)c2ccc3c(c2)NC(=O)C(C)S3)nc1 (stereo unspecified)	84	4	2	3	-4.7	-1	0	1	-15	1
Cc1nc(-c2ccccc2O)n(-c2ccccc2)n1	101	-1	-1	1	-0.9	-4	4	-13	nt	-4
N#Cc1nc(COc2cccc(Cl)c2)oc1N1CCCC1	104	0	1	10	-0.7	-8	-21	7	-5	1
O=C(CCn1c(=S)[nH]c2ccccc2c1=O)NCCSCc1ccccc1	95	-1	1	9	-0.6	1	7	6	-16	2
CC(C)Cc1ccc(-c2cc(=O)[nH][nH]2)cc1	99	-5	1	18	0.8	0	-2	0	12	-65
CC(C)(C)CC(=O)Nc1ccccc1N1CCN(c2ccccc2)CC1	98	-7	-2	-3	-0.5	1	5	-4	2	2
O=C(O)c1cc(NCc2ccc3c(c2)OCO3)ccc1N1CCOCC1	96	-3	2	5	-0.9	1	7	4	-5	2
CCn1c(=N)n(CC(O)c2cccs2)c2ccccc21 (stereo unspecified)	106	13	-1	3	-2.0	-7	-2	-3	-5	0
COc1ccc(-c2ccc(C(=O)NCc3ccc(N4CCN(C)CC4)cc3)c3occc23)c(C)c1	97	27	-8	8	2.7	5	-13	1	-7	15
Cc1ccc(OCC(=O)N2CCC(N3CCCCCC3)CC2)cc1	86	-4	1	4	-2.7	0	-4	-2	-4	1
O=C(c1cccc(N2C(=O)c3ccccc3C2=O)c1)N1CCCCCC1	104	5	1	6	-1.4	-3	6	3	-2	-7
O=C(c1cccc([N+](=O)[O-])c1)N1CCN(c2cccc(Cl)c2)CC1	98	1	20	-10	-0.4	-3	4	-6	-5	4
Cc1ccc(S(=O)(=O)N2CCCCC2)cc1NC(=O)COC(=O)c1c(F)cccc1F	97	0	0	13	-2.2	-2	-9	6	-5	2
CC(=O)NC(CCS(C)(=O)=O)C(=O)Nc1ccc(Oc2ccccc2)cc1 (stereo unspecified)	82	-3	-2	-7	-1.0	-4	-2	nt	-6	6
O=C(NCc1ccccc1)c1ccc2nc(N3CCOCC3)sc2c1	97	0	-1	-3	-1.0	-2	1	0	-15	-7
Clc1ccc(-n2nnnc2-c2ccccc2)cc1	89	1	-2	4	-1.6	4	2	-2	-4	6
CCOC(=O)N1CCN(c2c(NCCc3ccc(C)cc3)c(=O)c2=O)CC1	102	-3	1	6	-1.7	3	0	0	-6	4
COc1cccc(CNCCc2c[nH]c3ccccc23)c1OCc1ccc(F)cc1	94	31	-6	0	2.3	-4	-32	10	-5	19
COc1ccc(-c2c(C(=O)c3ccccc3)[nH]c(N)c2C(=O)NC2CC2)cc1OC	95	-6	nt	nt	nt	6	nt	nt	-5	-1
CN1CCN(c2ccc([N+](=O)[O-])cc2NC(=O)c2ccco2)CC1	103	8	1	2	-4.7	-3	7	1	nt	0
CCN1CCN(C(=O)c2cn(CCOC)c(=O)c3c2c2ccccc2n3C)CC1	99	-1	2	12	-0.5	4	-4	0	-5	-9
O=C(Nc1ccc(S(=O)(=O)N2CCOCC2)cc1)c1ccccc1	101	0	-1	15	0.9	-6	-3	-4	nt	2
Cc1ccsc1C(=O)Nc1nccs1	102	-10	3	9	1.1	-8	-5	-1	-2	7
CC(C)c1nc(CNC(=O)CC2C(=O)NCCN2Cc2ccccc2)cs1 (stereo unspecified)	477	4	-1	4	-1.3	3	-24	9	-14	0
O=C(CN1CCCCCC1)Nc1cccc(Br)c1	94	4	-3	1	-0.9	-8	-2	4	-3	-7
Cc1cc(C(=O)N2CCc3ccccc32)c2cc(F)ccc2n1	107	-1	-2	-4	-0.2	-1	0	-7	nt	4
COC(=O)c1cn(C(=O)c2ccc(Br)o2)c2ccccc12	117	3	5	-4	-1.2	4	2	-8	nt	2
Cc1cccc(C(=O)NCC(=O)N2CCOCC2)c1	101	-1	1	3	-2.6	3	6	14	nt	6
Cc1cc(C)c2c(N)c(C(=O)N3CCN(c4ncccn4)CC3)sc2n1	95	-11	1	-1	-2.1	-4	6	-2	-5	2
COc1ccc(NC(=S)NCc2ccccn2)cc1OC	88	0	3	3	2.3	1	0	1	-6	2
COc1cccc(N(C(=O)Cn2nnc(-c3ccc(F)cc3)n2)C(C(=O)NCC2CCCO2)c2ccc(Cl)cc2)c1 (stereo unspecified)	91	3	-1	7	1.5	0	-6	-1	0	2

From PubChem BioAssay
